High-throughput results as filed in PubChem.
Ub-GFP proteasome – Ubiquitin-GFP Assay | 67,000 tested, under 10 active | Ubiquitin-GFP reporter cells, proteasome inhibition, GFP fluorescence; response scale: untreated = 0%, 10 µM MG-132 = 100% | Potency, µM (highest dose often 45.9 µM), without a hit: top-dose activation (GFP accumulation), actives largely listed as activators | AID 526, 2006; active = well fitted activation curve with a large enough effect, not every such curve was filed as active; inconclusive = small, poorly fitted or top-dose-only effect, or another doubt; inactive = no such curve, though single readings can be large or run the other way; also: potency is read from the fitted curve at half-maximal effect
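U2OS Ub(G76V)-GFP reporter; O/N plating, 0.5% FBS; cpd 46 uM–2.9 nM, 4 h, 37 °C; GFP+ cell count, 488/515 nm; norm. to basal vs 10 uM MG-132; CRC fit.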
ERK AVP block – qHTS Assay for Inhibitors of the ERK Signaling Pathway using a Homogeneous Screening Assay | 72,000 tested, 0.99% active | HEK293-V1b, vasopressin-stimulated pERK AlphaScreen | Potency, µM (doses to about 57.5 µM), for the others: at the highest dose activity, negative = inhibition, most hits filed as inhibitors; also: potency is read from the fitted curve at half-maximal effect; % is scaled to controls: 0 for no effect and ±100 for the full control effect; nearly all actives have a fitted effect of over 55% in size
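qHTS, compounds titrated on V1b-expressing HEK293 cells. Preincubation 30 min at 37C, vasopressin 25 nM for 5 min, lysis 10 min, bead incubation 5 hr at room temperature.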
GFP derepression – qHTS Assay for Epigenetic Modulators | AID 597, 2007 | Potency, µM (doses to about 46.1 µM), inactives show at the highest dose GFP derepression (activation) | 68,000 tested, 0.09% active | mouse C127i GFP locus derepression, cytometry, 30 h; also: % of control where 0% means no effect
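Murine C127i mammary cells carrying a silenced, stably integrated CMV-driven GFP reporter were treated with compound for 30 hours at 37 C. After PBS washes, GFP-positive cells were counted by laser-scanning microplate cytometry.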
Luciferase inh – qHTS Assay for Inhibitors of Firefly Luciferase; purified firefly luciferase, luminescence, 8 min; Luciferin 4-monooxygenase (Photinus pyralis), P08659; Potency, µM (titrated, usually from 57.1 µM), without a hit: top-dose activity change, negative = inhibition, usual class: inhibitors; 72,000 tested, 2.2% active; also: potency is read from the fitted curve at half-maximal effect; % is scaled to controls: 0 for no effect and ±100 for the full control effect; nearly all actives have a fitted effect of over 40% in size
Target sequence (P08659 whole entry, looked up): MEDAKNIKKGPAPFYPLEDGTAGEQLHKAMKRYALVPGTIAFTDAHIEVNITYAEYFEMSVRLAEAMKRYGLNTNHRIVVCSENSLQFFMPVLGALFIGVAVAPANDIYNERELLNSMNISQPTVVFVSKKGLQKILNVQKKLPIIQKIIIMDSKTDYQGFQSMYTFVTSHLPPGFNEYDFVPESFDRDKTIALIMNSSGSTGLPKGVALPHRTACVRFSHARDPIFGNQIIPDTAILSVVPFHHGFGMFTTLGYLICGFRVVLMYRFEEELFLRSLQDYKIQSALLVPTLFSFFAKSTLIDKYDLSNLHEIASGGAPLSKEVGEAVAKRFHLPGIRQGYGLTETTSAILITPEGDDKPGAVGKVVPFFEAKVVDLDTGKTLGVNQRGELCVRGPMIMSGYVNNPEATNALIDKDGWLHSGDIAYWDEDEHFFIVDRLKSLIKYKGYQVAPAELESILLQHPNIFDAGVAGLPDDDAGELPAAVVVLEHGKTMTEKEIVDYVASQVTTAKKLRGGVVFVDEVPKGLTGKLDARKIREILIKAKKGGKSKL
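Luminescence read-out after 8 min at room temperature; enzyme reaction used luciferin plus 10 uM ATP (linear range) in imidazole buffer pH 7.2 with KCl, MgCl2, Tween 20 and BSA. Each sample was run as a titration.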
Fluorescein fluor – qHTS Assay for Spectroscopic Profiling in Fluorescein Spectral Region; Compound autofluorescence, 480/540 nm, fluorescein-equivalent; stronger effect = higher value; max fluorescein-equivalent concentration, M; 59,000 tested, 0.91% active; AID 593, 2007; in the data active = max fluorescein-equivalent concentration above about 10 nM; inconclusive = between about 1.1 nM and that limit
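Spectral profiling of library compounds in the fluorescein window (480 nm excitation, 540 nm emission) after 15 min at room temperature in pH 8.0 Tris (100 mM). Values are dye-equivalent concentrations.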
A350 fluor – qHTS Assay for Spectroscopic Profiling in A350 Spectral Region; Compound autofluorescence, 340/450 nm, Alexa 350 dye-equivalents; stronger effect = higher value; max dye-equivalent concentration, M; 59,000 tested, 11% active; in the data active = max dye-equivalent concentration above about 10 nM; inconclusive = mostly about 1.1 nM to 9.6 nM
Hsp90 Hop PPI – qHTS Assay for Disrupters of an Hsp90 Co-Chaperone Interaction; AlphaScreen TPR2A-His6 binding biotin-Hsp90 C-terminal peptide; Potency, µM (doses to about 57 µM), inactives show at the highest dose activity change, negative = inhibition; 71,000 tested, 0.44% active; AID 595, 2007; active = well fitted curve in either direction with a large enough effect; inconclusive = small, poorly fitted or top-dose-only effect, or another doubt; also: potency is read from the fitted curve at half-maximal effect; % is scaled to controls: 0 for no effect and ±100 for the full control effect; many of its hits are not listed in these tables
HBB splice mod – qHTS Assay for Modulators of Hemoglobin Beta Chain Splicing. HBB splicing reporter cell assay, activation; EGFP reporter with mutant IVS2-654 intron; response scale: normalised to 500 nM splice-correcting PNA. Potency, µM (top dose mostly 46.1 µM), inactives show at the top dose activation, most hits filed as activators. 65,000 tested, 0.06% active. AID 925, 2007; also: potency is read from the fitted curve at half-maximal effect; 0% is about no effect
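Compounds were applied for 2 days to HeLa EGFP-654 cells, 500/well in Optimem with 2% FCS. The reporter's EGFP is disrupted by mis-splicing of beta-globin intron IVS2-654. Readout: summed well GFP fluorescence from 488 nm laser scanning; reference was 500 nM antisense […] 654 PNA.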
CRE Fsk mod – Cell signaling CRE-BLA (Fsk stim); AID 662, 2007; Potency, µM (doses to about 38.2 µM), without a hit: top-dose activity change, negative = inhibition, hits mostly activators; 71,000 tested, 2.5% active; CHO CRE-bla reporter (cAMP response element driving beta-lactamase), forskolin EC10, beta-lactamase ratio; active = well fitted activation curve with a large enough effect in the signal ratio, with a control signal flat, not every such curve was filed as active; inconclusive = small, poorly fitted or top-dose-only effect, or effect the other way, or a change in a side signal; the % refers to the signal ratio; also: potency is read from the fitted curve at half-maximal effect; % of control where 0% means no effect
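Modulation of forskolin-driven signalling is measured in CHO cells carrying a CRE-controlled beta-lactamase reporter. Cells are stimulated with EC10 NKH 477 in the presence of titrated compound for 3 h at 37 °C, then loaded with CCF4 for 2 h at room temperature.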
4MU fluor – qHTS Assay for Spectroscopic Profiling in 4-MU Spectral Region; compound autofluorescence, 340/450 nm, 4-MU equivalents; stronger effect = higher value; max dye-equivalent concentration, M; 59,000 tested, 11% active; AID 589, 2007; in the data active = max dye-equivalent concentration above about 10 nM; inconclusive = mostly about 1.1 nM to 9.6 nM
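Compounds in 100 mM Tris, pH 8.0, incubated 15 min at room temperature, then fluorescence read at 340 nm excitation/450 nm emission. Signal converted to 4-MU dye-equivalent concentration using an on-plate six-point 4-MU standard curve.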
Texas Red fluor – qHTS Assay for Spectroscopic Profiling in Texas Red Spectral Region | AID 587, 2007 | max dye-equivalent concentration, M | 59,000 tested, 0.06% active | Compound fluorescence, Texas Red channel, 547/618 nm; stronger effect = higher value; in the data active = max dye-equivalent concentration above about 10 nM; inconclusive = between about 1.1 nM and that limit
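Spectral interference profiling: each compound concentration's relative fluorescence, read with a 547 nm excitation and 618 nm emission filter pair, was normalized to a per-plate Texas Red standard curve.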
Starred values were filed as active, the others as inactive; i = inactive; ? = inconclusive; . = no result given; [ ] = remark or other dose. Unless noted, calls follow the shape of the dose curve; as a rule, active = well fitted curve in the direction sought with a large enough effect; inconclusive = small, poorly fitted or top-dose-only effect, or another doubt; inactive = no such curve, though single readings can be large; an effect the other way counts as inactive or inconclusive. An excerpt; the hit share may differ from the screen's.

smiles | Ub-GFP proteasome | ERK AVP block | GFP derepression | Luciferase inh | Fluorescein fluor | A350 fluor | Hsp90 Hop PPI | HBB splice mod | CRE Fsk mod | 4MU fluor | Texas Red fluor
COc1cc2cc(C(c3nnnn3C3CCCC3)N3CCCCCC3)c(=O)[nH]c2cc1OC (stereo unspecified) | -5.9% | -20.0% | -1.3% | -0.4% | ? | 5.74e-08M* | -6.1% | 2.4% | 3.0% | 4.31e-08M* | i
Cc1cccc(NC(=O)c2cc3n(n2)C(C(F)(F)F)CC(c2ccc4c(c2)OCO4)N3)c1 (stereo unspecified) | -6.0% | -12.3% | 0.0% | 0.1% | i | i | -3.5% | 4.5%[0.369 µM] | ? | i | i
COc1ccc(/C(O)=C2\C(=O)C(=O)N(CCCN(C)C)C2c2ccccc2F)cc1Cl (stereo unspecified) | 6.2% | -8.9% | 0.0% | -0.5% | i | i | -3.3% | -1.2%[57.5 µM] | -4.8% | i | i
Nc1nnc(N2CCCCCC2)s1 | . | -19.9% | 0.0% | 1.8% | ? | ? | 0.2% | 4.9%[0.369 µM] | 19.5% | i | i
Cc1cc2nnc(SCC(=O)NCc3ccco3)n2c2ccccc12 | -3.8% | -16.9% | 5.4% | 0.7% | i | i | -2.2% | 0.1%[57.5 µM] | ? | i | i
COCCn1c(C)cc(C(=O)CSc2nc3ccccc3c(=O)[nH]2)c1C | -1.5% | -6.3% | 9.3% | -28.8% | ? | i | -7.9% | -1.8% | 2.6% | i | i
Cc1cc(=O)n2nc(N3CCCC(C(=O)N4CCc5ccccc54)C3)sc2n1 (stereo unspecified) | 6.2% | -16.8% | -1.5% | 0.3% | ? | i | 3.4% | -3.0% | 4.0% | i | ?
Cc1nn(Cc2ccccc2)c2sc(C(=O)NCc3cccnc3)cc12 | -4.8% | ? | 0.0% | -5.1% | i | i | 0.1% | -0.4%[57.5 µM] | ? | i | i
CCOc1cc(-c2c(C#N)c(=O)[nH]c3c2c(C)nn3-c2ccc(F)cc2)ccc1O | 0.0% | -3.8% | -1.0% | 0.4% | i | 3.36e-08M* | -2.4% | 2.4%[57.5 µM] | ? | 2.49e-08M* | ?
CCS(=O)(=O)N1CCCC(C(=O)NCCCOC)C1 (stereo unspecified) | 9.3% | -11.3% | 2.1% | 0.9% | i | i | -1.9% | -2.5% | -11.3% | i | i
COc1ccc(S(=O)(=O)N(CC(=O)Nc2ccc3c(c2)OCO3)c2ccccc2OC)cc1 | 6.2% | -6.4% | 2.5% | 0.4% | . | . | -11.3% | 2.4% | ? | . | .
CCCOP(=O)(c1ccc(N(C)C)cc1)C(O)c1ccncc1 (stereo unspecified) | -3.3% | 10.0% | -4.2% | 2.1% | i | i | -2.1% | 0.5% | 0.3% | i | i
CCOC(=O)CSc1nnc(NCC(=O)OC(C)C)c(=O)[nH]1 | 5.4% | 0.5% | 3.3% | -1.9% | i | i | -2.7% | 0.2%[57.5 µM] | ? | i | i
Cc1nc([N+](=O)[O-])cn1-c1nc2ccccn2c1[N+](=O)[O-] | 1.1%[9.17 µM] | 14.2%[11.5 µM] | -1.3%[9.22 µM] | 2.1%[11.4 µM] | i | i | -5.9%[11 µM] | 2.3%[9.22 µM] | 2.1%[7.6 µM] | i | i
CCN1C(=O)c2cccc3c(S(=O)(=O)Nc4ccc(OC)cc4OC)ccc1c23 | 11.7% | 6.1% | 15.0% | -0.2% | i | i | -4.0% | -0.5% | 10.5% | i | i
Cc1cc(NC(=O)CSc2nc3ccsc3c(=O)n2Cc2ccccn2)n[nH]1 | 14.3% | -22.8% | -2.1% | -1.3% | ? | i | -13.5% | -1.9% | ? | i | i
COc1cccc(N2CCN(CC(=O)Nc3nc4c(s3)CC(C)CC4)CC2)c1 (stereo unspecified) | 10.0% | ? | -2.6% | 3.8% | ? | i | -5.3% | 1.6% | -13.8% | i | i
CCc1ccc(S(=O)(=O)NCCc2cn3ccsc3n2)s1 | -4.3% | . | . | 1.0% | . | . | -3.5% | 0.3% | 10.7% | . | .
O=C(Cn1nc(C(F)(F)F)c2c1CCC2)NCc1ccc(F)cc1 | 0.6% | 9.2% | 0.0% | -0.3% | i | i | 0.8% | . | -6.0% | i | i
O=c1c2ccccc2nc(SCc2nc(-c3ccccc3)no2)n1-c1ccc(F)cc1 | -1.6% | -9.9% | 3.4% | 3.3% | . | . | 5.7% | 0.3% | 20.0% | . | .
CCn1cc(C2Nc3ccccc3C(=O)N2O)c(C)n1 (stereo unspecified) | -10.9% | 22.4% | -2.9% | -4.4% | i | ? | -1.2% | 0.9% | -10.5% | ? | i
CCOc1nc(C)ccc1-c1noc(-c2ccccn2)n1 | -1.0% | -9.1% | 0.0% | -1.1% | i | 6.2e-08M* | -10.6% | -1.7% | -4.7% | 6.29e-08M* | i
COCCCn1c(SCC(=O)NCc2ccco2)nc2sc3c(c2c1=O)CCC3 | -1.0% | -7.0% | 4.6% | 2.6% | i | i | -0.8% | 1.2% | 24.2% | i | ?
CCOC(=O)c1sc2ncn(C(CC)C(=O)OCC)c(=O)c2c1C (stereo unspecified) | -1.1% | 8.2% | 8.3% | -4.1% | i | i | 15.7% | -0.1%[57.5 µM] | ? | i | ?
COc1ccc(-c2noc(CCC(=O)NCCN(C)Cc3ccccc3)n2)cc1 | 1.2% | 34.7%[activator] | 0.0% | -0.4% | i | i | -2.0% | 0.0% | ? | i | i
O=C(NC1CCCC1)C1CCN(S(=O)(=O)c2cccc3cccnc23)CC1 | -1.8% | 13.2% | 0.0% | 3.5% | i | i | 2.6% | -2.5% | ? | i | i
O=C(NCc1ccc2c(c1)OCO2)c1cccnc1 | 5.3% | -11.7% | 1.3% | 1.3% | i | i | -0.9% | . | -2.3% | i | i
COC(=O)CNC(=O)C(C)NC(=O)OCc1ccccc1 (stereo unspecified) | -4.3% | ? | 1.8% | -8.4% | . | . | -1.4% | 0.7% | -2.7% | . | .
CCOC(=O)N1CCN(c2nc3ccccc3nc2C(C#N)S(=O)(=O)c2ccc(C)cc2)CC1 (stereo unspecified) | -1.9% | 0.1% | 5.1% | -0.7% | i | 1.2e-08M* | -2.2% | -0.7% | ? | 1.19e-08M* | ?
COc1ccc(N(CC(=O)O)N=O)cc1 | 1.3%[9.17 µM] | -8.6%[11.5 µM] | 4.5%[9.22 µM] | -0.6%[11.4 µM] | i | ? | -3.0%[11 µM] | 0.9%[9.22 µM] | 15.8%[7.6 µM] | ? | i
COc1ccccc1C1C(C#N)=C(N)Oc2cc(C)n(CCCn3ccnc3)c(=O)c21 (stereo unspecified) | -4.1% | -9.7% | -0.4% | -2.7% | ? | i | -5.3% | -0.9% | ? | i | ?
O=C(c1ccc(F)cc1)N(Cc1ccccc1)C1CCS(=O)(=O)C1 (stereo unspecified) | 7.9% | -23.6% | 0.0% | 2.3% | i | i | -0.6% | -4.6%[57.5 µM] | 9.8% | i | i
CCCOC(=O)c1[nH]c2c(c1C)C(=O)CC(c1ccc(OC)c(OC)c1)C2 (stereo unspecified) | 1.2% | -15.9% | 0.0% | -0.8% | ? | i | -3.7% | -6.6%[57.5 µM] | 6.8% | i | i
CCOC(=O)C1CCN(S(=O)(=O)c2cc(Cl)c(C)cc2OC)CC1 | -0.1% | -3.6% | 10.8% | 2.5% | i | i | 0.6% | 0.1% | ? | i | i
CC(=O)Oc1cccc(N2C(=O)c3ccc(C(=O)O)cc3C2=O)c1 | 9.1%[9.17 µM] | -9.0% | -1.5% | -5.3% | . | . | -3.3%[11 µM] | -2.7%[0.0738 µM] | -13.0%[7.6 µM] | . | .
Cc1cc(C)cc(Oc2ccc(N)cc2)c1 | -3.1% | -17.2% | -2.6% | -0.2% | i | i | -9.3% | -0.6% | 4.3% | i | i
CN(C)c1ccc(N/C=C/C(=O)c2ccccc2)cc1 | -4.5% | ? | 0.0% | 0.316µM* | 1.35e-08M* | i | ? | 2.3% | -19.3% | i | i
O=C(NCc1cccnc1)c1cc(-c2cccs2)on1 | 8.9% | -19.7% | 2.4% | -5.3% | i | i | -4.3% | 0.0% | ? | i | i
Cc1c(NC(=O)CN2C(=O)c3cccc4cccc2c34)c(=O)n(-c2ccccc2)n1C | -0.1% | 2.2% | -1.7% | 1.1% | i | 1.67e-08M* | 2.0% | -0.8% | -15.1% | 1.97e-08M* | i
Cc1ccc(-c2cc(C(=O)OCC(=O)Nc3cc(C)on3)c3ccccc3n2)c(C)c1 | -0.9% | 23.6% | -1.3% | 0.4% | ? | ? | -1.2% | -0.2%[57.5 µM] | 22.9% | i | i
COc1ccc(-c2cc(C(=O)NC(C(=O)O)C(C)C)c(C)o2)cc1OC (stereo unspecified) | -0.7% | -15.8% | -2.7% | 3.5% | i | i | -13.3% | . | -1.8% | i | i
